# Screening data: PubChem BioAssay, The Scripps Research Institute Molecular Screening Center
# TCR CD3 inh: inhibitors of human TCR-CD3 interaction | TAMRA-labeled TCR probe fluorescence, biochemical | inhibition, % at 9.4 µM | actives 0.37% (n = 360,000) | AID 651800; in the data active = inhibition above about 19%;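 also: recombinant mutant TCR 2C K166C tagged with TAMRA read by polarization; 0% = receptor in buffer alone and 100% = receptor with positive control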
# ABHD4 inh: ABHD4 (mouse) inhibition, primary FP screen; Q8VD66; purified mABHD4, FP-Rh probe fluorescence polarization; inhibition, % at 8.92 µM; actives 0.54% (n = 370,000); AID 720543;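 active = inhibition exceeding the mean over every tested compound plus 3 SD, cut at about 30% in these data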;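 also: 0% = plate median of compound wells and 100% = S159A mutant with DMSO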
#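 Material: mouse ABHD4 enzyme, wild type; Benchmarks: S159A mutant high control, sample median low control; Buffer or medium: HEPES pH 7.0, NaCl, Pluronic buffer; Signal: fluorescence polarization; Read-out: percent inhibition of probe binding, normalized to plate controls; Timing: pre-incubation 45 min, probe exposure 60 min, at 25 °C; Dosing: 8.92 µM, single dose.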
# LEDGF integ inh: blocks HIV-1 LEDGF/p75-dependent DNA integration | TR-FRET IN-LEDGF/p75 DNA integration, Eu/Cy5 | inhibition, % at 3.7 µM | actives 0.64% (n = 370,000) | AID 743269;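 active = inhibition above the screen-wide mean plus 3 SD, cut at about 13% in these data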;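 also: signal is the Cy5 over europium emission ratio at 671 and 618 nm; 0% = plate median of compound wells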
# UHRF1 binding: UHRF1 methyl-DNA binding inhibition | Q96T88 | UHRF1 binding to methylated oligo, TR-FRET | inhibition, % at 4.4 µM | actives 0.75% (n = 370,000); in the data active = inhibition above about 21%;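 also: UHRF1 SRA domain binding a hemimethylated CpG hairpin DNA probe; 0% = median of test compound wells and 100% = reference inhibitor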
# Tn7 DDE FP: inhibitors of Tn7 peptide binding to human fibrin DD(E) | actives 0.13% (n = 370,000) | FP displacement of FITC-Tn7 peptide from fibrin DD(E); 0% = median of compound wells per plate | AID 720508 | inhibition, % at 8.3 µM;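 active = inhibition above the mean of compounds falling within the control limits plus 3 SD of them, cut at about 14% in these data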;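 also: 0% = plate median of compound wells and 100% = 10 µM Aha-Tn7 peptide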
#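 Test system – human fibrin DD(E) · Times – 10 min preincubation, 3 h with tracer, room temperature · Detection – fluorescence polarization of the labelled Tn7 tracer · Measure – percent inhibition normalized to high-control wells · Benchmarks – high control wells with 10 µM unlabelled Aha-Tn7 peptide (full inhibition) · Repeats – singlicate testing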
# HTRA1 inh: blocks human HTRA1 serine peptidase. Q92743. recombinant HTRA1, FP-rhodamine activity-based probe, fluorescence polarization. inhibition, % at 5.96 µM. actives 0.5% (n = 340,000); in the data active = inhibition above about 36%;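 also: 0% = enzyme with DMSO and 100% = wells lacking enzyme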
# PRMT1 inh: PRMT1 (human) inhibition, primary screen. AID 652257. inhibition, % at 2.79 µM. actives 1.3% (n = 370,000). recombinant PRMT1, activity-based probe fluorescence polarization;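 active = inhibition above about 21% made by adding two undisclosed values, limit read from the data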
# Target sequence (Q99873 whole entry, looked up): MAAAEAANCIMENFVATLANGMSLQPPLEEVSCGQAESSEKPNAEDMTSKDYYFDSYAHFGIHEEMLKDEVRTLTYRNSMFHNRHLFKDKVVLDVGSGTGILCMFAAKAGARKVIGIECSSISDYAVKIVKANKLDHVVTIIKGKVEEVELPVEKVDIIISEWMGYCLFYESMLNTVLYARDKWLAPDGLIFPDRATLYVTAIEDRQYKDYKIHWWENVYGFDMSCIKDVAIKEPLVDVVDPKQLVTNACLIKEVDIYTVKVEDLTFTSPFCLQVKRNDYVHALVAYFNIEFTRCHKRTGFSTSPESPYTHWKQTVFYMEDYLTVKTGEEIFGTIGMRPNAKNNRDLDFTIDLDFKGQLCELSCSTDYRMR
# TDP2 absorb: TDP2 (human) inhibition, absorbance primary screen | actives 0.34% (n = 370,000) | AID 720702 | inhibition, % at 12.8 µM | recombinant TDP2, T5PNP hydrolysis, p-nitrophenol absorbance 415 nm;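 active = inhibition above the mean of all tested compounds plus 3 SD, set per campaign, cut at about 25% in these data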;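 also: 0% = DMSO with enzyme and 100% = buffer with substrate but no TDP2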
# Target sequence (O95551 whole entry, looked up): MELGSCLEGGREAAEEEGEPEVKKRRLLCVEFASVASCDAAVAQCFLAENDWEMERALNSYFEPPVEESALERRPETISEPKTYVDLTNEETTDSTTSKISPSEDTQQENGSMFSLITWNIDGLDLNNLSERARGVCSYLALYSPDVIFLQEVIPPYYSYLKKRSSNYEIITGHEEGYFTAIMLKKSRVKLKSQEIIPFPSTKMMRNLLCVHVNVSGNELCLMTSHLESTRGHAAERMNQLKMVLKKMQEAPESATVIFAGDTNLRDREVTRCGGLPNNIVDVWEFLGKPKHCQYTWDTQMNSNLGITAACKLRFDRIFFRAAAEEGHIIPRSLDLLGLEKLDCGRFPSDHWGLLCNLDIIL
#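 Incubation: 2 h at 37 °C; Test system: recombinant human TDP2; Quantity: enzyme 120 nM; Read-out basis: percent inhibition; Medium: 50 mM Tris-HCl pH 7.5 with Mg2+, KCl, DTT, BSA; Repeats: single replicate; Compound: 12.8 µM single point, 1% DMSO; Signal: epi absorbance; Reagent: 5 mM T5PNP chromogenic substrate; Benchmarks: no-enzyme high, DMSO-plus-enzyme low.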
# SIAE inh: inhibitors of human sialic acid acetylesterase SIAE; SIAE FP-Rh probe binding, fluorescence polarization; AID 1053197; inhibition, % at 9.66 µM; actives 0.69% (n = 370,000);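 active = inhibition above a cutoff: mean of compounds within the control limits plus 3 SD of those, cut at about 17% in these data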;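 also: 0% = plate median of compound wells and 100% = probe without SIAE protein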
# PG9 binder: binds the HIV-1 gp120 antibody PG9; actives 0.43% (n = 360,000); TR-FRET gp120-PG9 antibody binding; inhibition, % at 6.7 µM; in the data active = inhibition above about 8.5%
# * hit, by the source's call; / = not tested or not shown. An excerpt; the hit share may differ from the screen's.
SMILES,TCR CD3 inh,ABHD4 inh,LEDGF integ inh,UHRF1 binding,Tn7 DDE FP,HTRA1 inh,PRMT1 inh,TDP2 absorb,SIAE inh,PG9 binder
CCN(CC)C(=O)[C@@H]1C=C2c3cccc4[nH]c(Br)c(c34)C[C@H]2N(C)C1,6,20,1,-8,4,/,9,16,14,-3.8
COC(=O)C1=C(c2ccccc2OCc2ccccc2)C[C@@H]2CC[C@H]1N2C(=O)NCc1cccc(F)c1,-4,-23,-1,5,4,-36,4,3,-2,-0.9
CC(Cc1ccccc1Sc1ccccc1O)N(C)C (stereo unspecified),3,2,2,1,5,5,-3,0,-2,0.2
CCOC(=O)[C@]12Cc3c(cc(OC)c(OC)c3OC)[C@H]1N(Cc1ccccc1)C(=O)c1ccccc12,3,-5,1,0,5,-19,-1,8,7,-0.5
Cc1ccc(-c2nc3ccccc3c(=O)n2-c2cccc(O)c2)cc1,-4,3,6,1,0,-7,-2,9,9,-1.6
O=C1NC(=S)NC(=O)C1=Cc1ccc(Br)s1,-6,-16,-3,-2,0,-1,7,-9,-22,2.1
Cn1cc(NC(=O)CCl)cn1,6,-2,0,-3,2,2,-1,9,2,-2.1
CC(C)N1CCN(Cc2ccccc2C(F)(F)F)CC1CCO (stereo unspecified),-1,2,0,0,-3,-3,-1,9,-1,-0.7
Cn1c(O)c(/C=C2/C=CC=N2)c(=O)[nH]c1=O,3,-4,2,-4,0,1,-2,-8,-2,-2.6
CN1CCCC(C(O)(c2ccccc2)c2ccccc2)C1 (stereo unspecified),-4,6,-4,3,3,9,0,6,0,-0.1
CC(=O)Nc1ccccc1OP1(=O)COc2ccccc2OC1,5,0,1,-3,-3,3,1,9,16,-1.7
CC[C@]12CCN(CC3(O)CC3)C(Cc3ccc(O)cc31)C2(C)C,1,0,1,3,-4,/,-1,5,2,-1.6
CC(=O)OC1CCC2(C)C(CC(=O)C3C2CCC2(C)C(OC(C)=O)CCC32)C1 (stereo unspecified),-2,-2,-1,1,1,0,-4,5,0,-1.1
CC(=O)N(C)CC#CCN1CCCC(CO)C1 (stereo unspecified),5,5,2,3,-2,2,-2,8,-4,0.3
CCc1c(C)nc(N)nc1N1N=C1SCC(N)=O,5,-3,2,-3,-3,-5,-3,-10,2,-1.7
CCCCCc1nc2ccccc2c(=O)n1-c1ccccc1[N+](=O)[O-],2,0,3,2,-4,-15,-3,-10,-1,-2.1
Clc1ccc(NC2=NCCCS2)cc1Cl,0,7,-2,1,3,-6,8,5,-3,1.2
c1cncc(CNCCc2c[nH]c3ccccc23)c1,2,3,3,-2,-6,-5,1,-6,1,-1.5
CNC(=O)OCCc1n(C)cc[n+]1C,1,5,3,-1,1,-4,-2,0,0,-2.2
CCOc1cc2c(cc1OCC)-n1cccc1C(c1ccc(OC)c(OC)c1)NC2 (stereo unspecified),4,0,2,0,-3,-4,1,-15,5,0.5

# Taken from the listing (14 entries):
SMILES,TCR CD3 inh,ABHD4 inh,LEDGF integ inh,UHRF1 binding,Tn7 DDE FP,HTRA1 inh,PRMT1 inh,TDP2 absorb,SIAE inh,PG9 binder
CCN(CC)C(=O)[C@@H]1C=C2c3cccc4[nH]c(Br)c(c34)C[C@H]2N(C)C1,6,20,1,-8,4,/,9,16,14,-3.8
COC(=O)C1=C(c2ccccc2OCc2ccccc2)C[C@@H]2CC[C@H]1N2C(=O)NCc1cccc(F)c1,-4,-23,-1,5,4,-36,4,3,-2,-0.9
CC(Cc1ccccc1Sc1ccccc1O)N(C)C (stereo unspecified),3,2,2,1,5,5,-3,0,-2,0.2
CCOC(=O)[C@]12Cc3c(cc(OC)c(OC)c3OC)[C@H]1N(Cc1ccccc1)C(=O)c1ccccc12,3,-5,1,0,5,-19,-1,8,7,-0.5
Cc1ccc(-c2nc3ccccc3c(=O)n2-c2cccc(O)c2)cc1,-4,3,6,1,0,-7,-2,9,9,-1.6
O=C1NC(=S)NC(=O)C1=Cc1ccc(Br)s1,-6,-16,-3,-2,0,-1,7,-9,-22,2.1
Cn1cc(NC(=O)CCl)cn1,6,-2,0,-3,2,2,-1,9,2,-2.1
CC(C)N1CCN(Cc2ccccc2C(F)(F)F)CC1CCO (stereo unspecified),-1,2,0,0,-3,-3,-1,9,-1,-0.7
Cn1c(O)c(/C=C2/C=CC=N2)c(=O)[nH]c1=O,3,-4,2,-4,0,1,-2,-8,-2,-2.6
CN1CCCC(C(O)(c2ccccc2)c2ccccc2)C1 (stereo unspecified),-4,6,-4,3,3,9,0,6,0,-0.1
CC(=O)Nc1ccccc1OP1(=O)COc2ccccc2OC1,5,0,1,-3,-3,3,1,9,16,-1.7
CC[C@]12CCN(CC3(O)CC3)C(Cc3ccc(O)cc31)C2(C)C,1,0,1,3,-4,/,-1,5,2,-1.6
CC(=O)OC1CCC2(C)C(CC(=O)C3C2CCC2(C)C(OC(C)=O)CCC32)C1 (stereo unspecified),-2,-2,-1,1,1,0,-4,5,0,-1.1
CC(=O)N(C)CC#CCN1CCCC(CO)C1 (stereo unspecified),5,5,2,3,-2,2,-2,8,-4,0.3

# Further entries follow:
SMILES,TCR CD3 inh,ABHD4 inh,LEDGF integ inh,UHRF1 binding,Tn7 DDE FP,HTRA1 inh,PRMT1 inh,TDP2 absorb,SIAE inh,PG9 binder
COC(C)(C)CCCC(C)C/C=C/C(C)=C/C(=O)OC(C)C (stereo unspecified),5,-6,4,-2,-1,12,-4,6,-7,-1.3
CC1CN=C(NC(C)c2ccccc2)S1 (stereo unspecified),2,-1,4,19,2,-3,-3,3,6,-2.5
O=C1NC(=S)N(c2ccc(Cl)cc2)C(=O)/C1=C/N1CCN(C(=O)c2ccco2)CC1,-19,-10,3,-2,4,-19,3,-4,-39,2.7
O=c1[nH]c(=S)[nH]c(O)c1C(c1ccccn1)c1c(O)[nH]c(=S)[nH]c1=O,3,5,1,3,0,-2,9,-2,8,-1.1
Cc1ccc(-n2c(O)c(C=NCc3ccccn3)c(=O)[nH]c2=S)cc1,1,-3,1,2,-2,3,-6,-12,0,-1.0
CN(C)C(=O)Oc1ccc(Cl)c2cccnc12,1,-1,1,-3,3,-4,-2,0,7,-0.6
Cn1c(=O)oc(=O)c2ccccc21,7,-1,3,-1,-9,9,-1,-1,-3,-0.8
O=c1c2ccccc2[nH]c(=S)n1-c1cccc(Cl)c1,-3,7,-4,4,-3,-31,0,2,-15,-0.5
COC(=O)C(O)(c1ccc(NC(=O)c2cccs2)cc1)C(F)(F)F (stereo unspecified),6,-4,-4,-1,2,/,-1,-4,-4,-0.1
Cn1c(O)c(/C=N/c2ncccn2)c(=O)n(C)c1=O,-2,4,-4,1,-1,6,18,5,1,-1.9
COC(=O)C1=C(c2cc3ccccc3s2)C[C@@H]2CC[C@H]1N2C(=O)N1CCCC1,-3,1,-1,-2,3,-8,-1,-9,5,-2.0
O=C(O)c1ccccc1NC(=O)N1C[C@H]2C[C@@H](C1)c1cccc(=O)n1C2,-4,4,-2,-1,-1,-6,8,9,5,1.2
C=CCn1c(O)c(/C(C)=N/N2CCCCCC2)c(=O)[nH]c1=O,-3,5,2,-1,4,6,0,-3,-5,0.2
COC(=O)C1=C(c2cc3ccccc3s2)C[C@@H]2CC[C@H]1N2C(=O)NCc1ccc(C(F)(F)F)cc1,9,-23,1,-3,-6,-71,1,-5,-15,-0.8
CNCC(O)c1cccc(OC(=O)c2ccccc2C)c1 (stereo unspecified),-1,1,0,-4,-20,-2,-1,4,-6,-2.8
O=[N+]([O-])c1ccc(C2[C@H]3C(c4ccccc4)=NC4(CCCCC4)N23)cc1 (stereo partly specified),-3,4,3,3,-4,2,-1,0,3,-0.6
CC1CC(NC(=O)C2C3CCC(O3)C2C(=O)O)CC(C)(C)C1 (stereo unspecified),-3,2,0,0,5,0,-2,4,1,-0.7
CC(C)(C)C(=O)O[C@H]1CC[C@@]2(C)C(=CC(=O)C3C2CC[C@]2(C)C(=O)[C@H](O)CC32)C1 (stereo partly specified),1,-2,-2,-1,-3,-7,1,-10,3,2.9
CCOC(=O)C1SC2(C(F)F)CC1(O)c1c(c(OC)c3occc3c1OC)O2 (stereo unspecified),10,-4,-2,-2,-7,-1,29*,-18,3,-2.3
Cc1ccc(C(=O)c2cc(Br)ccc2N)cc1,0,-4,-1,18,8,-18,0,-7,-6,0.7
COc1ccc(C(=O)OC2CC[C@@]3(C)C4CCC5[C@]6(O)CC(O)[C@@]7(O)C(CN8CC(C)CCC8[C@@]7(C)O)[C@]6(O)C[C@@]53O[C@]24O)cc1OC (stereo partly specified),0,-2,-4,4,-3,-1,4,-18,0,0.0
CCN(CC(=O)Nc1ccc(NC(C)=O)cc1)C(=O)CSC(c1ccccc1)c1ccccc1,-4,-5,-2,1,-4,-16,1,-3,2,-1.2
CC1CCCCC1NC(=O)CNC(=S)N1CC2CC(C1)c1cccc(=O)n1C2 (stereo unspecified),0,0,2,0,4,-1,-1,-9,-2,1.0
COc1ccc(-n2c(SCCN(C)C)nc3ccccc3c2=O)cc1,-1,5,4,-1,-5,3,0,-13,3,-2.8
CCOC(=O)c1c(C)n(Cc2ccccc2)c2ccc(O)cc12,4,12,-6,2,0,-23,1,-6,1,1.2
NC(=O)c1ccsc1NC(=O)COC(=O)Cc1ccccc1,7,2,0,-1,-2,1,-1,2,-1,0.8
CC(C)(C)C(=O)O[C@H]1CC[C@@]2(C)C(=CC(=O)C3C2CC[C@]2(C)C(=O)CCC32)C1 (stereo partly specified),-4,8,-3,5,2,-2,3,12,2,-0.1
CC(=O)Nc1cc(C(=O)N2CCC3(CC2)OCCO3)ccc1S(=O)(=O)c1ccc(C)cc1,-2,-4,-7,5,-6,5,-3,-20,0,1.7
COc1ccc(C2SCC(=O)Nc3c2c(C)nn3C2CCOC(C)(C)C2)cc1OC (stereo unspecified),-1,1,-1,2,0,-2,7,1,-8,0.8
CCCCCCOC(=O)c1ccccc1N,2,-5,2,2,1,2,-2,-3,6,0.5
Cn1cccc1/C=C1\C(=O)NC(=O)N(Cc2ccccc2Cl)C1=O,-1,5,4,-2,-2,21,8,0,3,-4.5
COc1ccccc1C(=O)C1CCCN(Cc2cnc(C)s2)C1 (stereo unspecified),1,2,3,-2,0,-5,-3,-14,3,-1.9
